# High-throughput results (PubChem BioAssay)
# PI4K2A inh = qHTS for small molecular inhibitors of PI4K2A; hit rate 0.13% among 420,000; activity change, negative = inhibition, % at 76.9 µM; purified PI4K2A, ADP-Glo luminescence, 1 h; hits give low values; AID 1346378, 2018; in the data active = activity change below about -50%;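 note: -100% = wells without enzyme as full effect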
# Target sequence (Q9BTU6 whole entry, looked up): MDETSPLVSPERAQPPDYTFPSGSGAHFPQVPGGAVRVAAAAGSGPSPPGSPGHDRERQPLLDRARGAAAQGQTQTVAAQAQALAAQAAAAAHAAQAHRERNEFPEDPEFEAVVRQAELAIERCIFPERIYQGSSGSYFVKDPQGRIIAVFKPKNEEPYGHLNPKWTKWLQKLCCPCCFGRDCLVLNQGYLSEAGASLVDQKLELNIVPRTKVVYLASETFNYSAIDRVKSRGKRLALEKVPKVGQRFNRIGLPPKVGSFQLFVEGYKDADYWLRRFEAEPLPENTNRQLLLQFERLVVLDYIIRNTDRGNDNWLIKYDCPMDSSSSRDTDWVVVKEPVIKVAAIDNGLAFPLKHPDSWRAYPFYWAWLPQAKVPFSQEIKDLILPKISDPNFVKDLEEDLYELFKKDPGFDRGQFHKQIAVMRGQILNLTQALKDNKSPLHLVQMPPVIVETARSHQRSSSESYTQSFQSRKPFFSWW
#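 In this quantitative HTS, ADP production by PI4K2A was quantified luminescently after 1 h at ambient temperature; 100 microM adenosine served as plate-quality control.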
# Numbers without * were called inactive. Not all compounds are listed. The share of hits here may be higher or lower than overall.
SMILES,PI4K2A inh
COc1ccc2c(c1)CCCN2C(=O)C1CCCN(S(=O)(=O)c2cccc3ccccc23)C1 (configuration not stated),6.4
CCOc1ccc(-n2c(SCc3nc4ccccc4[nH]3)nnc2-c2cccc(Cl)c2)cc1,-4.0
CCCCOCCCNC(=O)C[C@H]1C[C@@]2(C(=O)OC)C(=C[C@H](C(C)C)O[C@@H]2C2CC2)N(Cc2ccco2)C1=O,-3.0
COC(=O)c1ccccc1-n1cc(COC(=O)NCCc2ccccc2)nn1,3.4
CCOC(=O)CC[C@H]1CC[C@]2(CCCN(Cc3ccccc3)C2)O1,0.6
O=C(OCc1cn(Cc2ccccc2)nn1)N1CCOCC1,-5.3
Cc1nc2ccc(S(=O)(=O)NCC(=O)N(C)Cc3ccccc3Cl)cc2s1,4.0
C=CCNC(=S)N(C)[C@H]1C[C@H]2c3[nH]c4cccc(-c5cccc(F)c5)c4c3CCN2C(=O)[C@H]1[C@H](C)O,1.0
CCOC(=O)CC[C@H]1CC[C@]2(CCCN(C(=O)C(C)(C)C)C2)O1,5.8
CCOC(=O)c1cccc(NC(=O)CN(C)S(=O)(=O)c2cc(OC)ccc2OC)c1,-9.7
Cc1cccc(CCNC(=O)c2ccc3c(c2)ncn3C2CCCCC2)c1,2.8
O=C(c1ccncc1)N1CCC(Oc2cccnc2)CC1,-3.2
CN(CCOC(=O)c1occ2ccccc12)C1CN(Cc2cn(Cc3ccccc3Cl)nn2)S(=O)(=O)C1 (configuration not stated),4.5
CCOC(=O)[C@@]12CCCC3=C1N(CCC3)C(=O)[C@H]2CC(=O)N1CCN(C(=O)c2ccco2)CC1,-6.6
CC(C)(C)CCNc1nc(-c2ccccn2)nnc1-c1ccccc1,-2.6
COc1cc(OC)nc(O[C@H](C(=O)O)C(OC)(c2ccccc2)c2ccccc2)n1,1.5
COc1ccc(S[C@]2(C(=O)N3CCCC3)CC(=O)N[C@@H]2c2ccc(OC)cc2)cc1,-6.2
CC(=NN1CCN(c2ccccn2)CC1)c1ccccc1O,-4.3
CC(C)C[C@H]1COc2cccc(N3CCCC3)c2S(=O)(=O)N1C,1.4
O=C(OC12CCCN(C1)/C(=C/c1ccccc1)C2)c1cccc(F)c1 (configuration not stated),-4.7
COC(=O)[C@]12C[C@H](CC(=O)NCc3ccc(C)o3)C(=O)N(Cc3cccc4ccccc34)C1=C[C@H](C(C)C)O[C@@H]2C1CC1,-4.1
O=S1(=O)C=CCN1Cc1cn(Cc2cccc(C(F)(F)F)c2)nn1,-0.3
Cc1ccc(-n2c(SCC(=O)c3ccc4c(c3)OCO4)nc3ccccc3c2=O)cc1,7.3
Cc1ccc2c(c1)N(CCCC(=O)NCc1c(F)cccc1F)C(=O)CO2,1.6
COC(CNC(=O)[C@H](Cc1ccccc1)NC1(C(=O)NC2CCCCC2)CCC1)OC,-1.5
SMILES,PI4K2A inh
Cc1cccc(NC(=O)c2cccc3c2-c2ccccc2C3=O)c1C,-2.1
CC(=O)N(CC(O)CN(C(C)=O)c1c(I)c(C(=O)NCC(O)CO)c(I)c(C(=O)NCC(O)CO)c1I)c1c(I)c(C(=O)NCC(O)CO)c(I)c(C(=O)NCC(O)CO)c1I (configuration not stated),-3.0
COc1ccc(-c2nnc(SCC(=O)Nc3ccc(S(=O)(=O)Nc4nccs4)cc3)n2-c2ccc(OC)cc2)cc1,-6.4
CCn1c(SCc2ccc(C(C)(C)C)cc2)nnc1-c1ccc(C(C)(C)C)cc1,3.0
Cc1ccc(C(=O)C2CCN(CC(=O)N3CCCC3)CC2)cc1,-0.7
N#Cc1ccc(NC(=O)OC2CC3CC2[C@H]2CCCCN2C3)cc1 (some centres not stated),-4.3
Cc1ccccc1NC(=O)C[C@H]1CC[C@H]2[C@@H](COc3ccc(NC(=O)Nc4ccccc4)cc3C(=O)N2C)O1,0.7
O=C1N(CC[C@@H](O)c2ccccc2)CCC12CCC(c1ccccc1)CC2 (some centres not stated),-4.2
CCC[C@H]1[C@@H](OC(=O)N2CCN(c3ccccc3)CC2)CC[C@@]23CCCN2C(=O)CCC[C@@H]13,-2.7
COC(=O)[C@]12C[C@H](CC(=O)N3CCOCC3)C(=O)N(Cc3ccc(Cl)cc3Cl)C1=C[C@H](C(C)C)O[C@@H]2C1CC1,-2.8
COC(=O)[C@]12C[C@H](CC(=O)N3CCC(c4ccccc4)CC3)C(=O)N(CCc3ccc(OC)c(OC)c3)C1=C[C@H](C1CCCC1)O[C@@H]2C,-3.1
O=C(OCc1cn(Cc2ccccc2)nn1)N1CCCC1,-1.1
COC(=O)[C@]12C[C@H](CC(=O)NCc3ccc(OC)c(OC)c3)C(=O)N(CCC3=CCCCC3)C1=C[C@H](C1CCCC1)O[C@@H]2C,-2.8
C[C@H]1O[C@H](O[C@H]2[C@H](O)[C@@H](O)[C@@H](O[C@H]3[C@H](O)[C@@H](O)[C@H](O)O[C@@H]3CO)O[C@@H]2CO)[C@H](O)[C@@H](O)[C@@H]1N[C@H]1C=C(CO)[C@@H](O)[C@H](O)[C@H]1O,2.5
Cc1ccc(-c2cc(-c3nnc(SCC(=O)Nc4nccs4)n3N)[nH]n2)cc1,6.7
C=CCNC(=O)N1CCN(Cc2nc3ccccc3c(=O)[nH]2)CC1,-0.8
CC(C)NC(=O)[C@]1(C#N)CC(=O)N(C)[C@@H]1c1ccccc1,1.3
CC(C)(C)OC(=O)NC(Cc1ccccc1)C1CC(C#N)C(=O)O1 (configuration not stated),-3.1
COc1cc(NC(=O)C2CCCN(S(=O)(=O)c3cccs3)C2)cc(OC)c1 (configuration not stated),-4.2
CN(Cc1ccco1)C(=O)CN1C(=O)C2(OCCCO2)c2ccccc21,-1.7
CCOC(=O)CC[C@H](NC(=O)[C@@H]1CC=C[C@@H]2CCN(Cc3ccc(Cl)cc3)C(=O)[C@@H]21)C(=O)OCC,2.1
Cc1ccc2nc(-c3ccc(NC(=O)CSc4nnc(-c5cc(-c6ccc(F)cc6)n[nH]5)n4N)cc3)sc2c1,5.5
COc1ccc(CN2C(=O)COc3ccccc3C2c2nnnn2C2CCCCC2)cc1 (configuration not stated),0.5
C[C@H]1C(=O)[C@]23C[C@H]1CC[C@H]2[C@]1(C)[C@@H](O)CC[C@@](C)(C(=O)O)[C@H]1C[C@@H]3O,6.3
COCCCN1CCC(NC(=O)c2cc(Cl)c(N)c3c2OCC3)CC1,-0.7
SMILES,PI4K2A inh
CC(=O)Nc1nc2ncccn2c1-c1ccc(C)cc1,4.9
C=CCOC(=O)N[C@H](c1ccc(-c2ccccc2)cc1)[C@H](C)/C=C/CC(=O)OC,2.8
Cc1ccc(-c2cc(C(=O)N=Nc3c(O)[nH]c4ccccc34)[nH]n2)cc1C,-0.4
NC(=O)C1CCN(c2ccnc(Cl)n2)CC1,-2.0
CCCCOCCCNC(=O)C[C@H]1C[C@@]2(C(=O)OC)C(=C[C@H](C3CCCC3)O[C@@H]2C)N(Cc2ccco2)C1=O,-0.9
COC(=O)c1ccc(NC(C)=O)cc1OC,0.9
COc1ccc(S[C@]2(C(=O)N(C)C)CC(=O)N(C(=O)/C=C/c3ccccc3)[C@@H]2c2ccc(OC)cc2)cc1,0.7
COC(=O)[C@]12C[C@H](CC(=O)NCC34CC5CC(CC(C5)C3)C4)C(=O)N(CCC3=CCCCC3)C1=C[C@H](C(C)C)O[C@@H]2C1CC1,-1.7
C#CCNC(=O)C[C@@H]1C(=O)N(CCc2ccc(Cl)cc2)/C2=C/CCCCC[C@@]21C(=O)OCC,0.6
COC(=O)[C@]12C[C@H](CC(=O)N3CCN(C(=O)C4CC4)CC3)C(=O)N(Cc3ccccc3)C1=C[C@H](COCc1ccccc1)O[C@@H]2C,-0.4
CCn1c2ccccc2c2cc(NC(=O)COC(=O)c3ccc(C)cc3)ccc21,-5.1
C=CCN1[C@@H](Cc2ccccc2)COc2cccc(N3CCSCC3)c2S1(=O)=O,2.2
CC(C)[C@H](NC(=O)[C@H](Cc1ccccc1)NC(=O)OC(C)(C)C)C(=O)N1CCC2CCN(S(=O)(=O)c3ccccc3)CC21 (some centres not stated),-1.4
CCCCNC(=O)C[C@@H]1C(=O)N2CCCC3=C2[C@@]1(C(=O)OC)CCCC3,-15.9
CCOC(=O)[C@@]12CCCC3=C1N(CCC3)C(=O)[C@H]2CC(=O)NCC1CCCCC1,-17.3
COC(=O)[C@]12C[C@H](CC(=O)NCCCN3CCCC3=O)C(=O)N(CCC3=CCCCC3)C1=C[C@H](C1CCCC1)O[C@@H]2C,-0.6
COc1ccc(-n2c(SCC(=O)N3CCCC3)nnc2-c2ccncc2)cc1,-5.2
O=C(Nc1ccc(Oc2ccccc2)cc1)C1CCN(c2nnc(-n3cccc3)s2)CC1,-7.7
Brc1ccc(Cn2nnc(-c3ccc(N4CCOCC4)cc3)n2)cc1,-4.6
COCCCNC(=O)C[C@H]1C[C@@]2(C(=O)OC)C(=C[C@H](C3CCCC3)O[C@@H]2C)N(Cc2ccc(Cl)cc2Cl)C1=O,1.2
CCOC(=O)[C@]12CCCCC/C=C\1N(CCc1ccc(Cl)cc1)C(=O)[C@H]2CC(=O)NCCCOC,2.0
CCCCCc1ccc(NC(=O)OCCN2C(=O)CCC23CCC(c2ccccc2)CC3)cc1 (configuration not stated),0.0
COC(=O)[C@]12C[C@H](CC(=O)NCc3cccc4ccccc34)C(=O)N(Cc3ccco3)C1=C[C@H](C1CCCC1)O[C@@H]2C,-0.9
Cc1ccc(-c2cc3nc(-c4ccco4)cc(N4CCN(Cc5ccoc5)CC4)n3n2)cc1,-6.6
CCCCCCCCNC(=O)C1CSCCS(=O)(=O)N1Cc1ccccc1 (configuration not stated),-5.7

# At a glance, 3 of the compounds above.
SMILES,PI4K2A inh
COC(=O)[C@]12C[C@H](CC(=O)NCc3cccc4ccccc34)C(=O)N(Cc3ccco3)C1=C[C@H](C1CCCC1)O[C@@H]2C,-0.9
Cc1ccc(-c2cc3nc(-c4ccco4)cc(N4CCN(Cc5ccoc5)CC4)n3n2)cc1,-6.6
CCCCCCCCNC(=O)C1CSCCS(=O)(=O)N1Cc1ccccc1 (configuration not stated),-5.7

# Remaining list, next part:
SMILES,PI4K2A inh
Cc1nn(-c2ccccc2)c2sc(C(=O)N3CCN(C(c4ccccc4)c4ccc(Cl)cc4)CC3)cc12 (configuration not stated),-5.1
CC1CN(c2ccnc3cc(Cl)ccc23)CCN1C(=O)c1ccc(Cl)cc1 (configuration not stated),2.3
O=C(Nc1nc2ncccn2c1-c1ccc(F)c(F)c1)C1CC1,2.8
CC(C)[C@@H]1OC(=O)[C@@H]2CCCN2C(=O)[C@H](C)OC(=O)[C@H](C)[C@@H](C(C)C)NC(=O)[C@@H]2CCCN2C(=O)[C@H]([C@H](C)Cc2ccccc2)NC(=O)[C@@H]2CCCN2C(=O)[C@@H](C(C)C)N(C)C1=O,-0.3
CCOC(=O)N(C)[C@H]1C[C@H]2c3[nH]c4cccc(-c5cccc(F)c5)c4c3CCN2C(=O)[C@H]1[C@H](C)O,-0.9
CCOC(=O)N1CCN(C(=O)C[C@H]2C[C@@]3(C(=O)OC)C(=C[C@H](C(C)(C)C)O[C@@H]3C)N(Cc3cccc4ccccc34)C2=O)CC1,-1.1
Cc1cc(C)cc(N(CC(=O)NC2CCC(C)CC2)S(=O)(=O)c2ccc(C)c(C)c2)c1 (configuration not stated),-0.9
C[C@H]1[C@H](NC(=O)c2ccc(C(C)(C)C)cc2)CC[C@@]23CCCN2C(=O)CCC[C@@H]13,-1.7
O=C(Nc1ccc(F)cc1)Nc1c(-c2ccc(F)cc2)nc2ncccn12,-2.1
COc1cc(NC(=O)c2[nH]c(C)c(C(C)=O)c2C)c(OC)cc1Cl,-1.1
CCCC1CCC2(CC1)CCC2OC(=S)NCc1cccc(F)c1 (configuration not stated),4.3
CN1C2=N[C@H](c3ccc(Br)cc3)CC(=O)N2/C(=C\c2ccccc2)[C@@H]1c1ccccc1,1.9
C=CCN1[C@H](C#N)[C@@H](c2ccccc2)[C@H]1CO,6.4
Cc1ccc(NC(=O)c2ccc(CS(=O)(=O)Cc3ccccc3C)o2)c(C)c1,2.2
O=C(CSc1nc2ccccc2s1)NN=Cc1ccc(O)cc1O,0.7
CCCC[C@H]1C2CC(OC(=O)Nc3ccccc3C(F)(F)F)C(C2)[C@H]2CCCCN21 (some centres not stated),0.6
O=C(NC1CCCCN(Cc2ccc(OC(F)(F)F)cc2)C1=O)c1ccc2ccccc2c1 (configuration not stated),-2.8
COC(=O)[C@]12C[C@H](CC(=O)N3CCSCC3)C(=O)N(CCc3ccc(OC)c(OC)c3)C1=C[C@H](COCc1ccccc1)O[C@@H]2C,3.8
N#Cc1ccc(/C=C2\CC3(OC(=O)c4ccccc4)CCCN2C3)cc1 (configuration not stated),3.8
O=C(NCC(c1ccccc1)c1ccccc1)[C@H](Cc1ccccc1)NC1(C(=O)NC2CCCCC2)CCOCC1,-3.3
Cn1cc(C(=O)[C@@H]2CCc3nc[nH]c3C2)c2ccccc21,-3.5
CCOC(=O)[C@]12CCCCC/C=C\1N(CCc1ccc(Cl)cc1)C(=O)[C@H]2CC(=O)NCc1cccc(C(F)(F)F)c1,-2.4
O=C(Cn1nnc(-c2ccncc2)n1)Nc1ccc(Cl)cc1,-0.7
C#CCCC(=O)O[C@H]1CCC[C@@]2(C(=O)N(Cc3ccccc3)c3ccccc32)[C@H]1NC(=O)CCc1ccccc1,6.2
Cc1ccc(-n2c(SCC(=O)Nc3ccc(S(=O)(=O)Nc4nccs4)cc3)nnc2-c2ccncc2)cc1,-23.9
CCOc1ccc(-n2c(SCC(=O)Nc3ccc4cn[nH]c4c3)nnc2-c2ccc(C(C)(C)C)cc2)cc1,0.5

# 6 of the entries above in order of the PI4K2A inh value, largest number first.
SMILES | PI4K2A inh
N#Cc1ccc(/C=C2\CC3(OC(=O)c4ccccc4)CCCN2C3)cc1 (configuration not stated) | 3.8
O=C(Nc1nc2ncccn2c1-c1ccc(F)c(F)c1)C1CC1 | 2.8
Cc1ccc(NC(=O)c2ccc(CS(=O)(=O)Cc3ccccc3C)o2)c(C)c1 | 2.2
CCOc1ccc(-n2c(SCC(=O)Nc3ccc4cn[nH]c4c3)nnc2-c2ccc(C(C)(C)C)cc2)cc1 | 0.5
C[C@H]1[C@H](NC(=O)c2ccc(C(C)(C)C)cc2)CC[C@@]23CCCN2C(=O)CCC[C@@H]13 | -1.7
CCOC(=O)[C@]12CCCCC/C=C\1N(CCc1ccc(Cl)cc1)C(=O)[C@H]2CC(=O)NCc1cccc(C(F)(F)F)c1 | -2.4
